# Screening data from PubChem BioAssay.
# NPY-Y2 PAM-ag: NPY-Y2 potentiators or agonists, primary screen, cell-based. Neuropeptide Y receptor type 2 (Homo sapiens), P49146. cells expressing NPY-Y2, potentiator/agonist read-out. activation, % at 3.6 µM. hit rate 0.45% among 220,000; in the data active = activation above about 27%;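 note: cells stimulated with NPY near EC25 plus isoproterenol at EC100; 0% = vehicle plus submaximal agonist and 100% = vehicle plus saturating agonist; some results beyond the cut were filed as inactive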
# p97 inhibitor: inhibitors of human p97 ATPase, primary screen, biochemical; Transitional endoplasmic reticulum ATPase (Homo sapiens), P55072; recombinant p97 ATPase, Kinase-Glo ATP luminescence, 3 h; inhibition, % at 8 µM; hit rate 0.42% among 220,000; AID 1481, 2009; in the data active = inhibition above about 15%;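 note: 0% = DMSO vehicle and 100% = wells lacking enzyme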
# Mdm2 ligase inh: MDM2-luciferase reporter signal enhancers, primary screen, MDM2 E3 ligase inhibitor project, cell-based, luminescence, 1536-well | E3 ubiquitin-protein ligase Mdm2 (Homo sapiens), Q00987 | cell-based MDM2 ubiquitination luciferase reporter, 2 h; 0 = plate control, 100 = twice control, blank-subtracted | signal enhancement, % at 5 µM | hit rate 0.11% among 210,000 | AID 1230, 2008;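 active = signal enhancement of 30% or more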;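 note: luminescence tracks abundance of the self-degrading MDM2-luciferase fusion protein; higher signal means inhibition of MDM2 E3 ligase activity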
#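 Assay system: mammalian cells stably expressing self-ubiquitinating, self-degrading MDM2 E3–luciferase fusion. Quantity: 2000 cells in each well. Medium: DMEM culture medium. Compound dosing: single-point 5 µM. Timing: cell settling 4 h, compound treatment 2 h, both 37 °C. Technique: luciferase luminescence. Read-out basis: percent signal gain over controls, blank-subtracted. Benchmarks: plate controls and plate blanks.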
# RBBP9 inh: human RBBP9 inhibitors, primary screen, biochemical, fluorescence polarization, FP-Rh probe, HTS; recombinant RBBP9; inhibition, % at 7.94 µM; hit rate 0.2% among 220,000; Serine hydrolase RBBP9 (Homo sapiens), O75884;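 active = inhibition above the campaign mean of all tested compounds plus 3 SD, cut at about 14% in these data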;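 note: plate controls were DMSO wells with RBBP9 for no effect and wells lacking RBBP9 protein for full effect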
# Target sequence (O75884 whole entry, looked up): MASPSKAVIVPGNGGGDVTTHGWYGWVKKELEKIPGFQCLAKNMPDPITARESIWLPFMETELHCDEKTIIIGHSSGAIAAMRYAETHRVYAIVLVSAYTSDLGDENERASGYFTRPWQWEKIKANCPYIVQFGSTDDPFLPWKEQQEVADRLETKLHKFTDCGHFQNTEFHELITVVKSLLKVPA
#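 Material: RBBP9 protein. Amount: RBBP9 at 2.5 µM in dispensed solution, before mixing. Schedule: 30 min then 45 min, 25 °C. Medium: Tris buffer pH 8.0, NaCl, Pluronic. Measured by: fluorescence polarization. Measure: percent inhibition from mP, scaled between DMSO and no-protein wells. Replication: one well per compound.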
# NPY-Y1 PAM-ag: NPY-Y1 receptor potentiators or agonists, primary screen, cell-based; hit rate 0.37% among 220,000; Neuropeptide Y receptor type 1 (Homo sapiens), P25929; NPY-Y1 expressing cells, potentiator/agonist activation; activation, % at 3.6 µM; in the data active = activation above about 33%, passing the limit was not always enough;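 note: cells stimulated with NPY at EC10 then isoproterenol at EC100; 0% = low agonist plus stimulus and 100% = saturating agonist plus stimulus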
# Runt-SMMHC FRET: inhibitors of RUNX1 Runt–CBFb-SMMHC binding, primary screen, biochemical, FRET, Cerulean-Runt, Venus-CBFb-SMMHC, uHTS; inhibition, % at 20 µM; hit rate 0.74% among 220,000; Runt-related transcription factor 1 (Homo sapiens) + Core-binding factor subunit beta …; Cerulean-Runt/Venus-CBFb-SMMHC FRET ratio 530/480, 1 h;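 active = mean inhibition across duplicate retests at 20 µM reaching about 50%, limit read from the data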;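 note: 0% = DMSO wells and 100% = wells with excess untagged CBFb-SMMHC; inhibitors lower the FRET ratio by blocking Runt binding to CBFb-SMMHC; some results filed as inactive read as strong as hits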
# Target sequence (Q01196 whole entry, looked up): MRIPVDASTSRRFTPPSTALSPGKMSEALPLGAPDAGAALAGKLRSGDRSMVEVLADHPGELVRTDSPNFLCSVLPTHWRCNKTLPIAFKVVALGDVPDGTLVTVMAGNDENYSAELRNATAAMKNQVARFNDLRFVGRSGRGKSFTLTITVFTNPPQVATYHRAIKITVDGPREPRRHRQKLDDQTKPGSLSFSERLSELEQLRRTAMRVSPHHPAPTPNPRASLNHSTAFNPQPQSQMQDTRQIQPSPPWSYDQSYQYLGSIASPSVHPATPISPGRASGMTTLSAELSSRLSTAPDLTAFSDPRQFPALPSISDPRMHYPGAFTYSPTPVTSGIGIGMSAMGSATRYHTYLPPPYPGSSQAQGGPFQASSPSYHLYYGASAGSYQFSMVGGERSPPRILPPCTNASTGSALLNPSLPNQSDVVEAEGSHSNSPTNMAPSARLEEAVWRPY
# Target sequence (Q13951 whole entry, looked up): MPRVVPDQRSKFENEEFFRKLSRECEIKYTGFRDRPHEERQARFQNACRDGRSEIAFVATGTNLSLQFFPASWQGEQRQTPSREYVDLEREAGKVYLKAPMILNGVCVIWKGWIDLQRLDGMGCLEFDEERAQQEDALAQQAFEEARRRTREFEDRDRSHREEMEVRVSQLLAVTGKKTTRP
# Runt-CBFb FRET: inhibitors of RUNX1 Runt–CBFb binding, primary screen, biochemical, FRET, Cerulean-Runt, Venus-CBFb, uHTS. Runt-related transcription factor 1 (Homo sapiens) + Core-binding factor subunit beta …. Cerulean-Runt/Venus-CBFb FRET ratio 530/480, 1 h. inhibition, % at 20 µM. hit rate 0.46% among 220,000. AID 1496, 2009;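 active = inhibition over about 50% at 20 µM in the single-dose screen, limit read from the data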;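 note: 0% = DMSO wells and 100% = excess unlabeled CBFb competitor control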
#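 test system = Cerulean-tagged RUNX1 Runt domain (FRET donor) fusion protein | reagent = Venus-CBFb binding partner, 100 nM | incubation = protein complex preformed 1 h, compound exposure 1 h, room temperature, dark | detection = FRET fluorescence | read-out basis = loss of energy transfer signal | controls = 5 µM unlabeled CBFb as full-inhibition high control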
# Hck-Nef inh: inhibitors of Nef-activated human Hck kinase, primary screen, biochemical, Z-Lyte FRET, 384-well, Hck-YEEI; hit rate 0.68% among 220,000; inhibition, % at 20 µM; Recombinant Hck-YEEI plus Nef, Z-Lyte FRET kinase assay; Tyrosine-protein kinase HCK (Homo sapiens), P08631;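 active = Hck-Nef kinase inhibition above about 50%, limit read from the data; inactive = inhibition below that limit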;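 note: 0% = DMSO with Hck plus Nef and 100% = Hck alone without Nef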
# NPY-Y1 antag: NPY-Y1 receptor antagonists, primary screen, cell-based | Neuropeptide Y receptor type 1 (Homo sapiens), P25929 | HEK293-CNG Y1 cells, membrane potential fluorescence; NPY at EC95, then isoproterenol | inhibition, % at 3.6 µM | hit rate 1% among 200,000;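 active = inhibition above the campaign mean inhibition of all tested compounds plus 3 SD, cut at about 20% in these data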;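 note: 0% = DMSO wells given NPY plus isoproterenol and 100% = isoproterenol alone without NPY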
#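 Assay system: HEK293 cells with Y1 receptor plus CNG channel | Probe or stimulus: NPY (25 nM), isoproterenol (1 µM), Ro 20-1724 (25 µM) | Timing: Compound incubation 1 h at room temperature, readout 45 min post-stimulation | Measured by: Membrane-potential fluorescent dye readout | Benchmarks: High control isoproterenol alone, low control NPY with isoproterenol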
# Numbers without * were called inactive; . = no result given.
SMILES,NPY-Y2 PAM-ag,p97 inhibitor,Mdm2 ligase inh,RBBP9 inh,NPY-Y1 PAM-ag,Runt-SMMHC FRET,Runt-CBFb FRET,Hck-Nef inh,NPY-Y1 antag
Cc1ccc(-c2nnc(N3CC(C)OC(C)C3)c3ccccc23)cc1 (centres undefined),9,1,6,-7,27,-7,-2,26,1
COc1ccc(-c2cn3c(n2)CCC3)cc1,21,3,-1,0,-3,-1,-2,0,6
O=C(Nc1ccc(S(=O)(=O)NCc2ccccc2)cc1)c1ccccc1[N+](=O)[O-],-15,0,2,-5,-16,1,-2,-1,-1
Cc1cccc(C)c1NC(=S)N(CCc1ccncc1)C(C)C,-15,3,-20,-8,-4,-1,-1,7,-2
O=C(CSc1ccc2nnc(-c3ccncc3)n2n1)Nc1ccccc1F,-1,2,-5,-2,-2,-2,1,4,-3
Cc1cc(N2CCOCC2)ccc1/C=C1/SC(=O)NC1=O,5,5,8,3,6,-37,-13,22,4
Cc1cc(S(=O)(=O)N2CCOCC2)ccc1F,-6,5,-1,4,12,2,2,1,0
CC(C)(C)c1cc(Br)ccc1OCC(=O)Nc1ncn[nH]1,19,4,-3,0,-1,5,3,5,-4
CC(=O)Nc1ccc(C(=O)OC2CCOC2=O)cc1 (centres undefined),15,10,-9,1,8,-2,2,0,-4
CC(c1nccs1)N(C)c1nc2nonc2nc1N(C)C (centres undefined),9,2,9,-1,12,-2,1,16,2
C=CCNC(=S)NCc1cccnc1,0,5,13,-2,-14,-5,-1,1,3
CC(=O)SC(C[N+](=O)[O-])c1cn(C(C)=O)c2ccccc12 (centres undefined),-11,6,-30,3,-19,12,25,4,-5
Cc1ccc(S(=O)(=O)CCC(=O)N2CCN(c3ccc(Cl)cc3)CC2)cc1,-31,-8,-12,-4,-6,0,-3,-1,6
N#CCCn1cc(/C=N/NC(N)=S)c(-c2ccc(Br)cc2)n1,-1,2,-29,5,-15,5,3,34,4
CCc1ccc(OCc2nnc(SCCN3CCOCC3)n2CC)cc1,3,-5,14,1,-8,1,-5,1,11
COC(=O)C1C(c2ccccc2)C(C(=O)O)C1c1ccccc1 (centres undefined),0,11,3,2,16,6,-2,22,4
O=C(O)c1ccc(N/N=C/c2ccnc3ccccc23)cc1,-2,1,.,-9,-3,-15,-7,18,.
Cc1ccc(-n2c(=O)c(C#N)cc3c(=O)n4ccccc4nc32)cc1C,-2,0,-24,-7,7,59*,20,73*,3
O=C(NN1C(=O)c2cc(Br)ccc2NC1c1cc(Br)cc(Br)c1O)c1ccncc1 (centres undefined),2,0,-4,0,3,-31,-4,-4,4
CC(C)=C(NC(=O)c1ccccc1)C(=O)N/N=C(\C)c1ccccc1O,-15,-6,-10,-5,-12,7,3,1,9
COc1cccc(/C=N/NC(=S)NCc2ccco2)c1OC,-22,5,-3,-8,-7,0,2,22,.
O=C(/C=C/c1ccccc1)NCc1ccco1,-13,-2,5,-4,-8,1,-2,18,0
COC(=O)[C@@]1(Cc2ccc(OC)cc2)[C@H]2c3cc(C(=O)N(C)C)n(C[C@H](O)CO)c3C[C@H]2CN1C(=O)c1ccccc1,4,-5,.,-8,1,2,-2,-9,-1
Cc1ccnc(N2CCC(C(=O)Nc3ccc(Oc4ccccc4)cc3)CC2)n1,1,1,7,5,11,2,-2,0,4
CC(=O)Nc1ccc(S(=O)(=O)NCCc2ccccn2)cc1,-7,4,-7,-4,4,-1,1,21,0

# Shown bar-delimited: part of the list above
structure | NPY-Y2 PAM-ag | p97 inhibitor | Mdm2 ligase inh | RBBP9 inh | NPY-Y1 PAM-ag | Runt-SMMHC FRET | Runt-CBFb FRET | Hck-Nef inh | NPY-Y1 antag
CC(C)(C)c1cc(Br)ccc1OCC(=O)Nc1ncn[nH]1 | 19 | 4 | -3 | 0 | -1 | 5 | 3 | 5 | -4
CC(=O)Nc1ccc(C(=O)OC2CCOC2=O)cc1 (centres undefined) | 15 | 10 | -9 | 1 | 8 | -2 | 2 | 0 | -4
CC(c1nccs1)N(C)c1nc2nonc2nc1N(C)C (centres undefined) | 9 | 2 | 9 | -1 | 12 | -2 | 1 | 16 | 2
C=CCNC(=S)NCc1cccnc1 | 0 | 5 | 13 | -2 | -14 | -5 | -1 | 1 | 3
CC(=O)SC(C[N+](=O)[O-])c1cn(C(C)=O)c2ccccc12 (centres undefined) | -11 | 6 | -30 | 3 | -19 | 12 | 25 | 4 | -5
Cc1ccc(S(=O)(=O)CCC(=O)N2CCN(c3ccc(Cl)cc3)CC2)cc1 | -31 | -8 | -12 | -4 | -6 | 0 | -3 | -1 | 6

# Next records follow:
SMILES,NPY-Y2 PAM-ag,p97 inhibitor,Mdm2 ligase inh,RBBP9 inh,NPY-Y1 PAM-ag,Runt-SMMHC FRET,Runt-CBFb FRET,Hck-Nef inh,NPY-Y1 antag
Cc1ccc(C(C)C)c(OCc2ccc(C(=O)N/N=C/c3ccc(O)c(O)c3)cc2)c1,12,1,-9,-19,12,4,-5,0,-3
COc1cccc(NC(=O)COc2cccc(-n3cnnn3)c2)c1,7,4,-1,-2,7,3,0,20,-1
CC(=O)N1CCC2(CC1)CC(=O)c1cc(OCC(=O)NCc3ccco3)ccc1O2,-3,4,-8,0,-14,6,4,4,5
COc1ccc(C(=O)C(Cc2cc(C(C)=O)ccc2OC)N2CCCC2)cc1 (centres undefined),5,3,16,3,-6,-1,-1,-11,-3
O=[N+]([O-])c1cc(/C=N/O)ccc1SCc1ccccc1,1,0,-14,-7,-3,-6,-1,1,1
COc1ccc(CC(=O)N/N=C(\C)CC(=O)NCc2ccco2)cc1OC,-12,6,-14,-15,12,1,3,29,.
O=C(CSc1n[nH]c(-c2ccncc2)n1)NC1CCS(=O)(=O)C1 (centres undefined),12,2,-10,-1,8,-2,1,4,2
Cc1ccc(N2C(=O)c3ccccc3C2Nc2ccc(S(=O)(=O)N3CCCCC3)cc2)nc1 (centres undefined),-17,-14,-5,-10,-3,2,4,0,-4
S=C(Nc1ccc(Br)cc1Cl)N1CCC2(CC1)OCCO2,4,3,-3,-5,12,-1,2,21,-2
Cc1ccc(S(=O)(=O)N(c2cccc(C(F)(F)F)c2)C2C=CS(=O)(=O)C2)cc1 (centres undefined),12,2,-22,1,10,2,-4,-3,-2
CC(=O)Oc1cc2c(C(C)=O)coc2c2ccccc12,-1,3,-27,-4,1,-7,-1,12,3
COc1ccc(-c2nnc(SCC(=O)NCCc3ccc(S(N)(=O)=O)cc3)o2)cc1OC,-1,4,-4,-8,11,0,0,13,.
COc1ccc(NC(=O)/C(=C\c2ccc3c(c2)OCO3)NC(C)=O)cc1,-22,-1,-18,-1,-19,-2,0,2,4
CCSc1nnc(-c2ccccc2SC)o1,-8,-1,-8,-7,-8,-2,2,24,7
CN(C)CCCOc1ccc(Cl)cc1Br,-13,-1,-7,-7,-19,-2,0,0,9
NC(=O)Cc1ccc(C(=O)c2ccc(F)cc2)s1,-9,3,-8,2,7,0,-1,17,0
COc1ccc(CSc2nncn2C)cc1F,4,10,6,-4,12,2,0,12,7
CCOC(=O)Cc1csc(NC(=O)Nc2ccc(OC(F)(F)F)cc2)n1,14,1,-4,6,33,1,-3,3,.
O=C(N/N=C\c1cccc(Cl)c1)c1ccc(Cn2cccn2)o1,0,5,3,-6,-11,0,-2,1,1
CCOC(=O)Cc1cc(=O)n(-c2nc3ccccc3s2)[nH]1,8,2,-23,-6,-2,-6,0,-5,-2
S=C(NCCN1CCOCC1)Nc1ccc(Nc2ccccc2)cc1,-3,0,0,-6,11,-3,-1,1,-3
O=C(Nc1cccc(C(F)(F)F)c1)C(=O)N1CCCCC1,-1,0,5,1,9,2,0,13,1
Nc1c(C(=O)O)ccc2c1C(=O)c1ccccc1C2=O,-15,3,3,-4,-11,-2,0,14,-3
CCCCCOc1ccc(OC(=O)c2ccncc2)cc1,-11,3,-14,-2,-7,-4,-3,-1,2
COc1ccc(NC2=NCC(=O)N2Cc2cccs2)cc1,5,-4,-9,1,-8,-1,-4,0,-5
CCOC(=O)C1CCN(C(=O)c2c(-c3c(Cl)cccc3Cl)noc2C)CC1,11,0,-15,-6,12,1,-1,2,8
CCOC(=O)C1(Cc2cccc(F)c2)CCN(Cc2cnn(CC)c2C)CC1,10,0,19,3,-3,.,.,18,8
CC(C)(C)NC(=O)CSC(=Nc1ccc(F)cc1)NC#N,-9,-4,8,-2,-1,2,.,-1,-2

# Among those listed so far, 3 contain a COOH group.
SMILES,NPY-Y2 PAM-ag,p97 inhibitor,Mdm2 ligase inh,RBBP9 inh,NPY-Y1 PAM-ag,Runt-SMMHC FRET,Runt-CBFb FRET,Hck-Nef inh,NPY-Y1 antag
COC(=O)C1C(c2ccccc2)C(C(=O)O)C1c1ccccc1 (centres undefined),0,11,3,2,16,6,-2,22,4
O=C(O)c1ccc(N/N=C/c2ccnc3ccccc23)cc1,-2,1,.,-9,-3,-15,-7,18,.
Nc1c(C(=O)O)ccc2c1C(=O)c1ccccc1C2=O,-15,3,3,-4,-11,-2,0,14,-3

# Shown as a hit in Hck-Nef inh (from the list above):
SMILES,NPY-Y2 PAM-ag,p97 inhibitor,Mdm2 ligase inh,RBBP9 inh,NPY-Y1 PAM-ag,Runt-SMMHC FRET,Runt-CBFb FRET,Hck-Nef inh,NPY-Y1 antag
Cc1ccc(-n2c(=O)c(C#N)cc3c(=O)n4ccccc4nc32)cc1C,-2,0,-24,-7,7,59*,20,73*,3
